Screening data (PubChem BioAssay)
AmpC no deterg: blocks E. coli AmpC beta-lactamase in detergent-free assay; P00811; AmpC nitrocefin hydrolysis, absorbance 480 nm, 0.0001% Triton; Potency, µM (series often up to 57.1 µM), for inactives: top-dose activity change, negative = inhibition, most hits filed as inhibitors; hit rate 0.52% among 330,000; AID 485341;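 further: potency means the concentration at half of the fitted maximal effect; plate controls were no compound for no effect and no enzyme for full effect; nearly all actives have a fitted effect of over 20% in size; some results filed as inactive show a strong effect at the top dose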
Target sequence (P00811 whole entry, looked up): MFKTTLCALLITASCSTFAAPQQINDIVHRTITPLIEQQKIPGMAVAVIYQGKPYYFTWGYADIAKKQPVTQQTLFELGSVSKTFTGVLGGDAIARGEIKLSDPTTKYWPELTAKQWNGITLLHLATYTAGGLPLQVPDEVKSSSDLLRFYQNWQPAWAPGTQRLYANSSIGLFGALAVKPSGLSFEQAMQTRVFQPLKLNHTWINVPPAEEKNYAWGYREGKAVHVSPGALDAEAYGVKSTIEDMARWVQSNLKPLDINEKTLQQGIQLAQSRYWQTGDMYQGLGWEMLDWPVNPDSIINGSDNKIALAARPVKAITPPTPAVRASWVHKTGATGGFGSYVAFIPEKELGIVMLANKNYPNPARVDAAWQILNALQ
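20 mM phosphate pH 7.0 + 0.01% (detergent screen) or 0.0001% Triton X-100; 5.3 nM AmpC reagent; cpd preinc 15 min RT; nitrocefin (800 uM stock) to start; A480 q20 s × 4 min; Activity was normalised to no-enzyme and no-compound control wells.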
HCV inhibitor: inhibitors of hepatitis C virus infection. Huh7.5.1 HCVcc-Cre infection, luciferase reporter, 44 h. Potency, µM (series often up to 41.8 µM), inactives show top-dose activity change, negative = inhibition, most hits filed as inhibitors. hit rate 3.4% among 340,000; further: potency means the concentration at half of the fitted maximal effect
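Reporter virus HCVcc-Cre (~0.5 moi) infects cells exposed to compound; seeding density 1,000 cells/well with 4 h settling beforehand. Luminescence, 15 sec read, taken 44 h post-infection following a 15 min RT substrate incubation.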
AmpC detergent: AmpC beta-lactamase inhibition with detergent present; AmpC hydrolysis of nitrocefin, absorbance 480 nm, 0.01% Triton; hit rate 0.041% among 370,000; Potency, µM (titrated, usually from 114 µM), for the others: top-dose activity change, negative = inhibition, usual class: inhibitors; AID 485294;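 further: potency means the concentration at half of the fitted maximal effect; 0% = no-compound wells and -100% = no-enzyme wells; nearly all actives have a fitted effect of over 25% in size; some results filed as inactive show a strong effect at the top dose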
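AmpC (5.3 nM in the dispensed reagent) in 20 mM phosphate pH 7.0 with 0.01% (detergent screen) or 0.0001% Triton X-100 was preincubated with compounds for 15 min at room temperature. Nitrocefin was then added from an 800 uM solution, and hydrolysis was followed at 480 nm.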
AMA1 RON2 block: AMA1-RON2 (P. falciparum) interaction inhibition. hit rate 0.2% among 360,000. Potency, µM (titrated, usually from 58.2 µM), for the others: at the highest dose activity change, negative = inhibition, most hits filed as inhibitors. AlphaScreen AMA1-biotinylated RON2 peptide binding. AID 720542;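 further: potency means the concentration at half of the fitted maximal effect; 0% = vehicle wells and -100% = peptide control; nearly all actives have a fitted effect of over 45% in size; some results filed as inactive show a strong effect at the top dose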
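AMA1 (3D7) with his tag at 25 nM final met compounds first, then biotinylated RON2 peptide at 25 nM; detection used donor plus acceptor beads, 10 µg/mL apiece, read by AlphaScreen after 30 min at room temperature.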
LmPK inhibitor: blocks Leishmania mexicana pyruvate kinase activity; Q27686; purified LmPK, Kinase-Glo ATP luminescence, 1 h; Potency, µM (top dose mostly 57.5 µM), inactives show at the top dose activity change, negative = inhibition, hits mostly inhibitors; hit rate 0.37% among 290,000; further: potency means the concentration at half of the fitted maximal effect
Target sequence (Q27686 whole entry, looked up): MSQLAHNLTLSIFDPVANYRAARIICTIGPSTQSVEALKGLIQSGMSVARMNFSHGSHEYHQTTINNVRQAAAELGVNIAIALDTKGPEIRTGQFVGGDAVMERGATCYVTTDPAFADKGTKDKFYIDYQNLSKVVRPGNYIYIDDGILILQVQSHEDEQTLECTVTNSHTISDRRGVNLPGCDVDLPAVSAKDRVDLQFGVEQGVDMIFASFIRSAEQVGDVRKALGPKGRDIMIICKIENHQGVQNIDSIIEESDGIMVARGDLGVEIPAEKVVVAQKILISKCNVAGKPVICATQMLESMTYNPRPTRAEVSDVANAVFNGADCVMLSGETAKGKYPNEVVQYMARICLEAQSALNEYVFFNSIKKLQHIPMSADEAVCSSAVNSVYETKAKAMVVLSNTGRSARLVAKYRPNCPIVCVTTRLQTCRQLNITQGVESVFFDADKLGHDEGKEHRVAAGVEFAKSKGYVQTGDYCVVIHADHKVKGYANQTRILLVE
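0.1 nM LmPK, 0.5 mM PEP, 0.1 mM ADP; 50 mM imidazole pH 7.2, 7 mM MgCl2, 50 mM KCl; 1 h RT. Kinase-Glo luminescence readout, normalized to no-enzyme (full inhibition) and uninhibited wells.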
Tb PYK inh: blocks Trypanosoma brucei pyruvate kinase; TbPYK enzyme, Kinase-Glo Plus ATP luminescence, 45 min; hit rate 0.12% among 410,000; Potency, µM (top dose mostly 76.8 µM), inactives show top-dose activity, negative = inhibition, usual class: inhibitors; Q57TT1; further: potency means the concentration at half of the fitted maximal effect; nearly all actives have a fitted effect of over 50% in size
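T. brucei PYK with substrate was exposed to pin-transferred compounds across a concentration series, then started with 130 uM ADP (final). After 45 min at room temperature, Kinase-Glo Plus luminescence was read, normalized and curve-fitted.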
HCMV antiviral: blocks human cytomegalovirus replication. HFF cells, HCMV-luciferase reporter, 72 h; hits give low values. activity change, negative = inhibition, % at 57.5 µM. hit rate 4.5% among 410,000. AID 1259415; in the data active means activity change below about -60%; inconclusive means no clear call, values can overlap the other calls; inactive means above about -39%
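Screen run at 2 compound doses on HFFs infected with reporter HCMV, MOI 1 PFU/cell. Luciferase activity from cell lysates at 72 h post infection gave inhibition relative to buffer-only and Salinomycin wells.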
* hit, by the source's call; ? = inconclusive; · = no result given; [ ] = another dose, or the depositor's remark. Unless noted, the call rests on the fitted dose curve; in most records, active means well fitted curve in the direction sought with a large enough effect; inconclusive means small, poorly fitted or top-dose-only effect, or another doubt; inactive means no such curve, though single readings can be large; an effect the other way counts as inactive or inconclusive. Unless noted, on the % scale 0 is the no-effect control and ±100 the full control effect. An unsorted share of the library. Share with any hit: about 7.5%.

cpd	canonical_smiles	AmpC no deterg	HCV inhibitor	AmpC detergent	AMA1 RON2 block	LmPK inhibitor	Tb PYK inh	HCMV antiviral
1	COC(=O)c1cc(NC(=O)CSc2nnc(N)s2)ccc1Cl	-29%	0%	-3%	28%	1%	-1%	-21
2	COc1ccccc1CNS(=O)(=O)c1ccc(-n2cnnn2)c(OC)c1	4%	-9%	-6%	3%	9%	-5%	4
3	COC(=O)COc1ccc(-c2nnc(Nc3ccc(O)cc3)c3ccccc23)cc1	·	·	-8%	·	·	4%	-107*
4	CCC(c1ccccc1)c1noc(CCN(CC)CC)n1 (stereo not drawn)	·	·	·	76%[activator]	·	-3%	79
5	COc1ccc(NC(=S)N(CCCN2CCOCC2)Cc2ccco2)cc1	-7%	5%	0%	-4%	11%	2%	18
6	O=C(Cn1ncc2c3ccccc3n(Cc3ccccc3)c2c1=O)NCCc1ccc(Cl)cc1	·	·	18%	·	·	2%	-69*
7	O=C(C[C@H]1C(=O)N(Cc2cccnc2)C[C@@H]1Cc1ccccc1)Nc1ccccc1	·	·	·	-11%	·	0%	-23
8	CC(=O)N1C[C@H]2CON(C)[C@H]2C[C@H]1c1cccc(-c2ccccc2C)c1	·	-23%	·	21%	·	3%	33
9	COc1cccc(NC(=O)c2oc3ccccc3c2NC(=O)C2CCCCC2)c1	·	·	2%	·	·	-1%	-11
10	CC(CC(C#N)(c1ccccc1)c1ccccc1)N1CCOCC1 (stereo not drawn)	·	3%	·	-13%	·	0%	-1
11	N#Cc1nc(-c2cccs2)oc1NCC1CCCO1 (stereo not drawn)	1%	?	?	0%	-1%	-8%	?
12	CC1(C(=O)NS(=O)(=O)C2CC2)CCN(C(=O)COCc2ccccc2)C1 (stereo not drawn)	·	·	·	11%	·	1%	-30
13	Cc1ccc2c(Cl)cc(Cl)c(OCC(=O)Nc3cc(S(=O)(=O)N(C)C)ccc3C)c2n1	94%[activator]	2.5µM*	-3%	26%	0%	-4%	-28
14	COc1cccc(/C=C2\SC(N3CCCC(C)C3)=NC2=O)c1OC (stereo not drawn)	-4%	-8%	-5%	11%	0%	-9%	4
15	CCN(CC)S(=O)(=O)c1ccc2oc(C(=O)NCCN3CCOCC3)c(C)c2c1	50%	-2%	-10%	11%	0%	5%	-23
16	S=C(NCc1ccco1)Nc1ccc(Cl)c(Cl)c1	-26%	-26%	-2%	1%	3%	-8%	-22
17	O=C(CC1C(=O)NCCN1Cc1ccccc1C(F)(F)F)NC1CCCCCC1 (stereo not drawn)	55%	?	?	21%	9%	-4%	-23
18	NC(=O)Nc1ccc(C(=O)OCC(=O)NC2CCCc3ccccc32)cc1 (stereo not drawn)	-8%	6%	·	-8%	·	-1%	-25
19	O=C(CSc1nc(=O)n(Cc2ccccn2)c2c1CCC2)Nc1ccc(F)cc1F	27%	?	?	-4%	·	-2%	-2
20	CCCCc1ncc(CN2CCC(n3nccc3NC(=O)C(OC)c3ccccc3)CC2)[nH]1 (stereo not drawn)	-7%	17%	3%	-9%	-5%	1%	-30

As entered above:
Value for cpd 19 under AmpC no deterg: 27%
Value for cpd 11 under AMA1 RON2 block: 0%
Value for cpd 14 under Tb PYK inh: -9%
Value for cpd 20 under AmpC no deterg: -7%

Other entries
cpd	canonical_smiles	AmpC no deterg	HCV inhibitor	AmpC detergent	AMA1 RON2 block	LmPK inhibitor	Tb PYK inh	HCMV antiviral
21	O=C(/C=C/[C@H]1O[C@@H](n2cnc3c(NC(=O)c4ccccc4)ncnc32)[C@H](O)[C@@H]1O)NCC1CCCO1 (stereo partly drawn)	·	·	·	0%	·	-10%	8
22	COc1cccc(/C=N/c2nc3ccccc3n2C)c1O	-13%	7%	2%	20%	?	0%	22
23	N#CCCn1cc(C(=O)Nc2ccc(C(=O)O)cc2)c(-c2ccc([N+](=O)[O-])cc2)n1	-27%	-4%	0%	23%	8%	6%	-11
24	NC(=O)NC(=O)Nc1ccccc1Cl	-16%	-6%	-3%	-5%	-9%	-1%	-1
25	NC(=O)C1CCN(C(=O)COc2ccc3c4c(c(=O)oc3c2)CCCC4)CC1	50%	-20%	?	7%	-5%	-8%	-5
26	Cc1cc(F)ccc1S(=O)(=O)N1CCCCC1CCNC(=O)C(=O)NCc1ccccn1 (stereo not drawn)	41%	?	-3%	89%[activator]	·	0%	-11
27	COc1ccc(N(C)S(=O)(=O)c2ccc(Cl)c(C(=O)NCCc3ccc(Cl)cc3)c2)cc1	-11%	10µM*	?	8%	4%	0%	-27
28	O=C(c1ccccc1F)N1CCN(Cc2ccccc2F)CC1	24%	7%	5%	-19%	-3%	-10%	18
29	Cc1cc(C)cc(N2Cc3ccccc3C2)c1	-4%	22%	?	-3%	13%	1%	15
30	CC1(C)CC(=O)C(C#N)=C(NCCCO)C1	2%	17%	-8%	5%	-2%	1%	16
31	COc1ccc(NC(=O)N(C)C[C@@H]2OCc3cn(nn3)CCCC(=O)N([C@H](C)CO)C[C@H]2C)cc1	·	·	·	-6%	·	2%	-28
32	Cc1ccc(C)c(Nc2nn3c(=O)c4ccc(C(=O)NC5CCCCC5)cc4nc3s2)c1	·	·	23%	·	·	3%	-4
33	COc1ccc(CCn2cc(C#N)c(=O)[nH]c2=O)cc1OC	-14%	1%	-5%	-4%	-1%	-6%	-10
34	C#CCOCCOCCOCCNc1nc(N2CCN(C(=O)[C@H](CCCCN)n3cc(CN)nn3)CC2)nc(N2CCN(C(=O)[C@H](CCCCN)n3cc([C@@H](N)[C@H](C)CC)nn3)CC2)n1	55%	-5%	·	15%	·	-3%	-9
35	Cc1ccc(SC[C@H](c2ccccc2)N2CCN(CC(C)C)CCC2=O)cc1	-9%	6%	7%	6%	4%	3%	20
36	C=CCn1c(SCC(=O)NCc2ccc3c(c2)OCO3)nc2scc(-c3ccccc3)c2c1=O	-11%	?	0%	8%	1%	-5%	89
37	Cc1cc(/C=C(\C#N)C(=O)NCc2ccco2)c(C)n1-c1ccc(C(=O)O)cc1	-16%	-4%	1%	-9%	5%	14%	-15
38	O=C(CN1C(=O)c2cccc3cccc1c23)Nc1ccc(S(=O)(=O)N2CCOCC2)cc1	5%	?	2%	-9%	5%	2%	-3
39	CCOC(=O)c1c(Nc2cccc(C)c2)nnc(-c2ccccc2)c1-c1ccccc1	·	·	-6%	·	·	7%	-18
40	COC(=O)N1C(=O)[C@](c2ccsc2)(C(C)C)N1C(=O)OC	-11%	15%	-4%	-4%	0%	-8%	23
41	Cc1cnc(C(=O)OCC(=O)Nc2ccc(Cl)cn2)cn1	-16%	8%[8.37 µM]	-9%	-6%	·	-5%	-21
42	CC(NC(=O)CCc1nnc(-c2ccc(-c3ccccc3)cc2)o1)c1nc2ccccc2[nH]1 (stereo not drawn)	165%[activator]	-35%	2%	32%[activator]	5%	3%	-68*
43	CC(=O)Nc1ccc(NC(=O)CSc2nnc(NC(=O)c3ccccc3F)s2)cc1	·	·	·	8%	·	0%	38
44	COC(=O)c1cc(S(=O)(=O)N(C)C2CCCCC2)oc1C	0%	2%	3%	-3%	-2%	2%	-26
45	CCOc1ccc(C(=O)NCC(=O)Nc2cc(C)ccn2)cc1OCC	-21%	-30%	-9%	-1%	·	1%	81
46	CCC(CC)C(=O)Nc1cc(-c2nc3cccnc3s2)ccc1C	·	·	12%	·	·	2%	27
47	O=C(CCc1c[nH]c2ccccc12)N1CCN(c2ccc(O)cc2)CC1	-18%[11.4 µM]	?	1%	-22%	-10%	-14%	-65*
48	NC(=Nc1c([N+](=O)[O-])cnc2ccccc12)N1CCOCC1	·	·	·	3%	·	0%	-16
49	O=C(CCNC(=O)c1ccco1)NCc1ccc(F)cc1	-17%	5%	·	0%	·	-14%	-6
50	O=C(c1ccco1)N1CCN(C2CC(=O)N(c3ccc4c(c3)OCO4)C2=O)CC1 (stereo not drawn)	-17%	15%	-1%	9%	-2%	-7%	-21

Quoted at random: five records from the list
cpd	canonical_smiles	AmpC no deterg	HCV inhibitor	AmpC detergent	AMA1 RON2 block	LmPK inhibitor	Tb PYK inh	HCMV antiviral
44	COC(=O)c1cc(S(=O)(=O)N(C)C2CCCCC2)oc1C	0%	2%	3%	-3%	-2%	2%	-26
47	O=C(CCc1c[nH]c2ccccc12)N1CCN(c2ccc(O)cc2)CC1	-18%[11.4 µM]	?	1%	-22%	-10%	-14%	-65*
42	CC(NC(=O)CCc1nnc(-c2ccc(-c3ccccc3)cc2)o1)c1nc2ccccc2[nH]1 (stereo not drawn)	165%[activator]	-35%	2%	32%[activator]	5%	3%	-68*
48	NC(=Nc1c([N+](=O)[O-])cnc2ccccc12)N1CCOCC1	·	·	·	3%	·	0%	-16
41	Cc1cnc(C(=O)OCC(=O)Nc2ccc(Cl)cn2)cn1	-16%	8%[8.37 µM]	-9%	-6%	·	-5%	-21

Next part
cpd	canonical_smiles	AmpC no deterg	HCV inhibitor	AmpC detergent	AMA1 RON2 block	LmPK inhibitor	Tb PYK inh	HCMV antiviral
51	Cc1ccc(-n2nc(C)c3nc(CCC(=O)Nc4cccc(F)c4)c(=O)n(C)c32)cc1	·	·	19%	·	·	-3%	-11
52	Nc1ccc(-n2ccnc2)cc1	-12%	4%	-8%	4%	-2%	-1%	19
53	O=C(COC(=O)c1ccc(F)c(S(=O)(=O)N2CCOCC2)c1)NCc1ccccc1	-8%	7%	·	0%	·	-2%	-10
54	O=C(CSc1nc(O)cc(=O)n1C1CCCC1)Nc1cccc(Cl)c1Cl	-27%	-12%	-3%	15%	1%	9%	?
55	Cc1ccc(C(=O)N/C(=C/c2ccc(-c3cccc([N+](=O)[O-])c3)o2)C(=O)NCCCN(C)C)cc1	157%[activator]	11µM*	?	-15%	-3%	-2%	-37
56	CCOc1ccc(-c2c(C(=O)N/N=C(\C)c3ccco3)nnn2-c2nonc2N)cc1	-14%	-23%	?	47%[activator]	0%	-3%	?
57	CCc1nnc(NC(=O)CCC(=O)NC2CCCC2)s1	-8%	?	3%	-5%	9%	6%	9

Entries of single compounds from above. Screens in order: AmpC no deterg | HCV inhibitor | AmpC detergent | AMA1 RON2 block | LmPK inhibitor | Tb PYK inh | HCMV antiviral
Cc1ccc(C(=O)N/C(=C/c2ccc(-c3cccc([N+](=O)[O-])c3)o2)C(=O)NCCCN(C)C)cc1 across the screens: 157%[activator] | 11µM* | ? | -15% | -3% | -2% | -37
Cc1cc(F)ccc1S(=O)(=O)N1CCCCC1CCNC(=O)C(=O)NCc1ccccn1 (stereo not drawn) across the screens: 41% | ? | -3% | 89%[activator] | · | 0% | -11
